CCR6 antag: blocks CCL20-driven beta-arrestin recruitment at human CCR6. P51684. CHO-K1 CCR6 PathHunter beta-arrestin, luminescence, CCL20-stimulated. inhibition, % at 20 µM. hit rate 0.49% among 340,000;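 active = compounds whose inhibition of the agonist-driven luminescence signal at 20 µM reaches about 50%, limit read from the data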;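 also: cells stimulated with CCL20 at 14 nM final; plate controls were DMSO with CCL20 for no effect and DMSO without agonist for full effect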
Target sequence (P51684 whole entry, looked up): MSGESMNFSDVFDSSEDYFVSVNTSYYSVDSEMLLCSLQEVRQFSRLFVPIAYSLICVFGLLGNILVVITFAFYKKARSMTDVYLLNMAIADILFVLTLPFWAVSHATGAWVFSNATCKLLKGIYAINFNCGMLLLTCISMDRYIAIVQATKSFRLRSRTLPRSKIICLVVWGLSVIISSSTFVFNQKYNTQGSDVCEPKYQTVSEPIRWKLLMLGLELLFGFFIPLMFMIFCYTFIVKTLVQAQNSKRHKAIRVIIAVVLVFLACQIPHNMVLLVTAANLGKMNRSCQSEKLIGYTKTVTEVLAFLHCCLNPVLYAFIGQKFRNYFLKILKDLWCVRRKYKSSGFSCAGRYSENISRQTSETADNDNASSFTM
CXCR6 block: blocks human CXCR6 beta-arrestin recruitment; CHO-K1 PathHunter CXCR6 beta-arrestin, luminescence; inhibition, % at 20 µM; hit rate 0.36% among 360,000; in the data active = inhibition above about 34%, passing the limit was not always enough;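 also: antagonist mode with CXCL16 agonist at 10 nM final; 0% = 10 nM CXCL16 with DMSO and 100% = unstimulated wells without agonist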
APJ antagonist: APJ receptor antagonism; AID 2521; hit rate 0.32% among 330,000; CHO-K1 APJ beta-arrestin complementation, luminescence; inhibition, % at 20 µM; P35414;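 active = inhibition above about 40% at 20 µM, limit read from the data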;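 also: cells challenged with 10 nM apelin-13 agonist together with compound; plate controls were apelin-13 plus DMSO wells for no effect and DMSO wells lacking apelin-13 for full effect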
Target sequence (P35414 whole entry, looked up): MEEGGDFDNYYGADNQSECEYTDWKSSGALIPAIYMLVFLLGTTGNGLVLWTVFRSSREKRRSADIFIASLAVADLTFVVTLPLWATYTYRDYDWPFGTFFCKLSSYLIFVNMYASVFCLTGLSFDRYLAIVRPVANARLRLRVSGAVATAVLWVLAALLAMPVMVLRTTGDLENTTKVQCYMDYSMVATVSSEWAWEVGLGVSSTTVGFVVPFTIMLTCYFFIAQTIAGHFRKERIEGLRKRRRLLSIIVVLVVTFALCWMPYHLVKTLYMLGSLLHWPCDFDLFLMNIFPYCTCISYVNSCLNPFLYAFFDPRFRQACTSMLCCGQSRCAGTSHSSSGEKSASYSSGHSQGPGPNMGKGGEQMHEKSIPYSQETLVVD
EBI2 antag: blocks human EBI2 receptor beta-arrestin signaling; P32249; EBI2 beta-arrestin recruitment, luminescence, 7a,25-OHC stimulated; inhibition, % at 5 µM; hit rate 0.81% among 360,000; AID 651636; in the data active = inhibition above about 38%;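 also: enzyme fragment complementation signal reports receptor beta-arrestin coupling in cells; 0% = agonist plus DMSO wells and 100% = wells without agonist; some results beyond the cut were filed as inactive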
UPR XBP1 act: adaptive UPR (XBP1) activation; CHO-XBP1 luciferase reporter, IRE1-XBP1 UPR activation, luminescence; percent of tunicamycin response, DMSO as zero; activation, % at 20 µM; hit rate 0.33% among 330,000; AID 463104;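 active = versus positive control, 20 µM dose yields 30% or more activation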;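 also: 100% = tunicamycin at 10 µg/mL and 0% = DMSO only wells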
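Material: CHO cell line with stable XBP1 luciferase reporter; schedule: 16-18 h cell attachment at 37 °C, then 6 h compound exposure; signal: glow luminescence from Steady-Glo reagent; medium: serum-containing F12 medium, 10% FBS; benchmarks: tunicamycin 10 µg/mL and vehicle-only wells; read-out: percent activation relative to tunicamycin reference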
Mdm2 MdmX PPI: disrupts the human Mdm2-MdmX interaction. O15151+Q00987. SaOS-2 split-luciferase Mdm2/MdmX complementation, luminescence. inhibition, % at 8 µM. hit rate 3% among 330,000;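 active = inhibition of at least 50% at 8 µM in the primary screen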
tim23-1 inh: inhibits growth of tim23-1 mutant yeast | S. cerevisiae tim23-1 growth, BacTiter-Glo luminescence, 24 h | inhibition, % at 20 µM | hit rate 1.3% among 330,000 | AID 463212;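 active = growth inhibition of the mutant yeast at or above 50%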;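 also: temperature-sensitive mutant grown at 25 °C; plate controls were DMSO-treated mutant yeast for no effect and medium wells lacking yeast for full effect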
APJ ag: APJ receptor agonism; hit rate 0.11% among 330,000; CHO-K1 APJ PathHunter beta-arrestin, luminescence; 0% DMSO wells, 100% apelin; activation, % at 20 µM; P35414;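 active = activation more than six SD over the plate average, tested at 20 µM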;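 also: 0% = DMSO alone and 100% = apelin-13 at 10 nM; some results filed as inactive read as strong as hits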
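assay system = CHO-K1 APJ beta-arrestin complementation cell line | input = cell density 1000 per well | dosing = compound 20 µM once, DMSO 1% | timing = compound 90 min 25 °C, reagent 1 h | measured by = luminescence from split beta-galactosidase complementation, Galacton Star/Emerald II substrate | read-out basis = APJ agonist activity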
CHOP UPR activ: activators of apoptotic arm of unfolded protein response (CHOP) | hit rate 0.34% among 330,000 | activation, % at 10 µM | CHO-CHOP luciferase reporter, UPR activation, luminescence; percent of tunicamycin response over DMSO baseline;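 active = at 10 µM dose, activation of 40% or more, normalized to positive control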;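 also: 100% = tunicamycin at 10 µg/mL and 0% = DMSO alone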
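Evaluation: % reporter activation, DMSO baseline versus tunicamycin full activation; System: CHO-CHOP luciferase reporter cell line; Input: 500 cells/well; Incubation: 6 h compound treatment, 37 °C; Measured by: Steady-Glo luciferase luminescence; Dosing: one dose, 10 µM in 0.5% DMSO; Buffer or medium: F12 medium, 10% FBS; Benchmarks: positive tunicamycin 10 µg/mL, negative DMSO alone.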
Starred values were filed as active, the others as inactive. Only part of the results is shown (hit frequency here may not be typical).

1	COc1ccccc1CNC(=O)C1CCN(S(=O)(=O)c2ccc3c(c2)OCCCO3)CC1
2	O=C(CCS(=O)(=O)c1cccc2nsnc12)NCc1ccccc1Cl
3	O=C(c1cccc(C(F)(F)F)c1)N1CCC2(CC1)NCCc1[nH]cnc12
4	COc1ccccc1N1CC(C(=O)NCCC2=CCCCC2)CC1=O (stereo unspecified)
5	CSc1ccc(/C=N/NC(=O)CN2CCN(Cc3ccc(Cl)cc3)CC2)cc1
6	CCOC(=O)CN=C1CC(C)(C)CC2=C1Sc1ncnc(N(C)C)c1N2
screen / no.	1	2	3	4	5	6
CCR6 antag	-1	5	8	4	-3	-8
CXCR6 block	3	-7	2	3	-12	-1
APJ antagonist	9	2	8	18	2	28
EBI2 antag	-8	-4	-7	-1	50*	-10
UPR XBP1 act	-3	2	-2	-1	-1	-2
Mdm2 MdmX PPI	-12	0	-4	-1	2	10
tim23-1 inh	18	14	-14	12	18	22
APJ ag	5	3	-3	-2	-3	-3
CHOP UPR activ	5.4	0.2	1.3	0.7	-1.4	-0.5

7	COc1cc(/C(C)=N/NC(=O)c2ccc(CSc3nncn3C)cc2)cc(OC)c1OC
8	CC12CCC(CC1=O)C2(C)C (stereo unspecified)
9	CC(C)NCC(O)COc1ccc2c(c1)CCC2 (stereo unspecified)
10	CC1(C)CC(=O)C(=Cc2cn(CCC#N)nc2-c2ccc(F)cc2)C(=O)C1
11	O=C(NCc1ccccc1)/C(=C/c1ccccc1)NC(=O)c1ccco1
12	COc1ccc(NC(=O)c2cccc(N3C(=O)C4CC=C(C)CC4C3=O)c2)c(OC)c1 (stereo unspecified)
screen / no.	7	8	9	10	11	12
CCR6 antag	-8	-15	-4	-14	4	10
CXCR6 block	0	0	-7	-13	-5	3
APJ antagonist	-1	14	8	14	2	18
EBI2 antag	-13	-2	-20	15	-7	2
UPR XBP1 act	-3	1	-2	-1	-2	0
Mdm2 MdmX PPI	-11	-16	-3	1	1	-17
tim23-1 inh	5	9	2	22	3	17
APJ ag	-4	-3	-2	-2	-2	-3
CHOP UPR activ	1.4	1.0	-1.7	-0.5	0.3	0.4

13	CC(=O)NC1=NN(C(C)=O)C(C)(c2ccccc2)S1 (stereo unspecified)
14	Cc1ccc(NC(=S)NCc2ccc(Cl)cc2)c(C)c1
15	O=C(c1c[nH]c2ccccc12)C(F)(F)F
16	O=C(O)c1nccnc1C(=O)Nc1ccc(Oc2c(Cl)cccc2Cl)nc1
17	COc1ccc(C(=O)NN2CCOCC2)cc1
18	CSc1nc(-c2ccco2)cc(C(F)(F)F)c1C#N
screen / no.	13	14	15	16	17	18
CCR6 antag	1	13	1	1	-16	-8
CXCR6 block	8	9	-2	0	3	0
APJ antagonist	-1	13	1	7	6	16
EBI2 antag	-3	8	1	-5	-1	-4
UPR XBP1 act	-2	-2	-4	-2	-3	1
Mdm2 MdmX PPI	60*	6	5	1	14	20
tim23-1 inh	-2	35	8	13	-8	-3
APJ ag	1	-1	0	1	2	-5
CHOP UPR activ	-0.6	2.1	-1.2	0.9	1.8	0.8

From no. 13 to 14, as listed above:
13	CC(=O)NC1=NN(C(C)=O)C(C)(c2ccccc2)S1 (stereo unspecified)
14	Cc1ccc(NC(=S)NCc2ccc(Cl)cc2)c(C)c1
screen / no.	13	14
CCR6 antag	1	13
CXCR6 block	8	9
APJ antagonist	-1	13
EBI2 antag	-3	8
UPR XBP1 act	-2	-2
Mdm2 MdmX PPI	60*	6
tim23-1 inh	-2	35
APJ ag	1	-1
CHOP UPR activ	-0.6	2.1

Additional records.
19	O=C(CSc1ncccc1C(=O)O)NC1CCCCCCC1
20	CCCn1c(=O)c(C(=O)NNS(=O)(=O)c2ccc(Cl)cc2)c(O)c2ccccc21
21	Cn1c(SCC(=O)c2ccc3c(c2)OCCO3)nnc1C1CC1
22	CC1(C2(O)CCCCC2)NCCc2ccccc21 (stereo unspecified)
23	S=C(NCc1cccs1)Nc1ccccc1Cl
24	CCCc1cc(=O)[nH]c2nnc(SCC(=O)Nc3cccc(NC(C)=O)c3)n12
screen / no.	19	20	21	22	23	24
CCR6 antag	-1	13	15	1	8	5
CXCR6 block	1	-8	3	-3	-5	-4
APJ antagonist	4	-4	2	16	-8	14
EBI2 antag	-2	-7	-2	-11	-4	-4
UPR XBP1 act	-4	-3	1	-3	1	-3
Mdm2 MdmX PPI	10	23	-24	14	4	-19
tim23-1 inh	-1	27	5	-2	25	-3
APJ ag	-2	-2	0	-4	1	-3
CHOP UPR activ	-0.1	-1.3	2.6	-0.3	1.4	1.1

25	O=C(CSc1ccc2c(c1)OCCO2)Nc1ncccc1O
26	O=C(COC(=O)CSc1nnc(-c2ccc(Cl)cc2)o1)Nc1cc(Cl)cc(Cl)c1
27	CC(CC(=O)NCc1ccccc1)C1CCCO1 (stereo unspecified)
28	CCN(c1ccc(NC(=O)COC(=O)c2ccc3ccccc3n2)cc1)C(C)C
29	CCCC(=O)Nc1ccc(NC(=O)c2ccccc2)nc1
30	O=c1[nH]c([N+](=O)[O-])nn1C(c1ccccc1)c1ccccc1
screen / no.	25	26	27	28	29	30
CCR6 antag	-4	-1	-2	11	4	2
CXCR6 block	-4	4	-1	2	-4	-9
APJ antagonist	-11	-2	8	-14	9	-17
EBI2 antag	6	-2	-8	-1	-9	-28
UPR XBP1 act	2	-1	0	-2	-3	-7
Mdm2 MdmX PPI	11	-4	-4	10	-84	24
tim23-1 inh	27	10	-2	12	8	12
APJ ag	4	2	1	-5	0	0
CHOP UPR activ	3.1	0.5	1.1	1.1	1.3	-0.4

31	CCn1c(=O)c2sccc2n(Cc2ccc(C)cc2)c1=O
32	Cc1ccc(/C=N/NC(=O)Cn2cnc3ccccc32)cc1
33	CCn1c(C)c(C(=O)c2ccccc2)c(C#N)c1C(=O)O
34	O=C1c2ccccc2C(=O)C1c1ccc(O)cc1
35	CC(Cl)C(=O)NN=C(c1ccccc1)c1ccccc1 (stereo unspecified)
36	COc1ccc(C(=O)NC2CC(C)(C)Cc3occc32)cc1 (stereo unspecified)
screen / no.	31	32	33	34	35	36
CCR6 antag	17	-2	9	19	9	8
CXCR6 block	8	-1	3	0	-3	5
APJ antagonist	9	-14	-9	-1	-4	3
EBI2 antag	-7	25	-4	-20	-2	2
UPR XBP1 act	-2	2	2	9	1	-1
Mdm2 MdmX PPI	28	14	25	0	10	-5
tim23-1 inh	14	-5	35	8	8	8
APJ ag	1	-3	-2	-3	-3	1
CHOP UPR activ	1.2	-1.6	-1.2	3.8	0.1	3.4

37	CCOC(=O)c1cccc(NC(=S)NCc2ccc(C)cc2)c1
38	O=C(O)COC(=O)C1C(c2ccccc2)C(C(=O)O)C1c1ccccc1 (stereo unspecified)
39	N#C/C(=N\Nc1cccc(Cl)c1)C(=O)c1ccccc1
40	COc1cccc(NC(=O)CN(C)C(=O)c2ccc(-c3ccc(Cl)cc3)o2)c1
41	COc1ccc(S(=O)(=O)N(C)CC(=O)NCc2cccnc2)cc1C
42	Cc1ccccc1OCC(=O)NCc1ccccc1
screen / no.	37	38	39	40	41	42
CCR6 antag	2	-7	27	9	-15	18
CXCR6 block	6	6	5	1	-2	3
APJ antagonist	-2	3	7	-10	-6	-2
EBI2 antag	6	-4	-2	-5	-19	8
UPR XBP1 act	0	-4	2	2	-5	2
Mdm2 MdmX PPI	7	27	71*	9	13	-17
tim23-1 inh	26	2	36	27	-5	0
APJ ag	0	-3	-1	14	-5	-3
CHOP UPR activ	0.1	0.2	0.8	1.8	-3.1	1.4

43	Cc1ccccc1N=Cc1cccc(O)c1O
44	CCCCNc1cc(NC(C)=O)cc2cc(OC)c(OC)cc12
45	O=C(Cc1ccccc1)NC(Nc1ccccc1)C(Cl)(Cl)Cl (stereo unspecified)
46	CCS(=O)(=O)c1nc2ccccc2n1Cc1ccccc1Cl
47	O=C(Cc1ccccc1)NCc1ccc(F)cc1
48	O=C(COc1cc(Cl)c(Cl)cc1Cl)Nc1ccc([N+](=O)[O-])cc1Cl
49	COc1ccc(OC)c(CN2CCN(C(=O)c3ccc(F)cc3)CC2)c1
50	Cc1cc(C)c(S(=O)(=O)c2ccc(C(C)(C)C)cc2)c(Cl)n1
51	Cc1cccc(C)c1OCc1cc(C(=O)N2CC3C[C@@H]4CC2C[C@H](C3)C4)no1
screen / no.	43	44	45	46	47	48	49	50	51
CCR6 antag	20	0	0	22	8	-7	9	18	25
CXCR6 block	-13	-1	3	-2	0	-1	6	-10	3
APJ antagonist	-14	-3	-2	17	12	3	-14	15	-17
EBI2 antag	-7	-4	11	6	-5	-3	0	1	-3
UPR XBP1 act	-3	-2	-2	2	2	-1	-3	-1	-1
Mdm2 MdmX PPI	-24	7	-3	69*	-10	5	17	28	-84
tim23-1 inh	35	27	27	23	13	12	-11	38	22
APJ ag	0	5	1	-5	1	-3	-2	-3	-3
CHOP UPR activ	0.5	0.0	0.3	-0.8	4.6	5.0	3.9	-0.4	6.4

5 compounds from above, sorted by formula weight, low to high.
44	CCCCNc1cc(NC(C)=O)cc2cc(OC)c(OC)cc12
46	CCS(=O)(=O)c1nc2ccccc2n1Cc1ccccc1Cl
50	Cc1cc(C)c(S(=O)(=O)c2ccc(C(C)(C)C)cc2)c(Cl)n1
45	O=C(Cc1ccccc1)NC(Nc1ccccc1)C(Cl)(Cl)Cl (stereo unspecified)
51	Cc1cccc(C)c1OCc1cc(C(=O)N2CC3C[C@@H]4CC2C[C@H](C3)C4)no1
screen / no.	44	46	50	45	51
CCR6 antag	0	22	18	0	25
CXCR6 block	-1	-2	-10	3	3
APJ antagonist	-3	17	15	-2	-17
EBI2 antag	-4	6	1	11	-3
UPR XBP1 act	-2	2	-1	-2	-1
Mdm2 MdmX PPI	7	69*	28	-3	-84
tim23-1 inh	27	23	38	27	22
APJ ag	5	-5	-3	1	-3
CHOP UPR activ	0.0	-0.8	-0.4	0.3	6.4
